bovine MsrA act: bovine MsrA enzyme activators, primary screen, biochemical, absorbance, HTS; AID 602163, 2012; purified bovine MsrA, absorbance read-out; activation, % at 10.6 µM; actives 0.3% (n = 360,000); Methionine sulfoxide reductase A (Bos taurus); in the data active = activation above about 7.5%;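 also: 0% = vehicle and 100% = reference activator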
MsrA inhibitor: bovine MsrA enzyme inhibitors, primary screen, biochemical, absorbance, HTS. inhibition, % at 15.5 µM. purified bovine MsrA, absorbance read-out. AID 651718, 2012. actives 0.75% (n = 360,000). Methionine sulfoxide reductase A (Bos taurus); in the data active = inhibition above about 4.5%;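 also: 0% = vehicle wells with enzyme and 100% = reference inhibitor wells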
CSN deneddyl inh: inhibitors of CSN-mediated cullin deneddylation, primary screen, biochemical, fluorescence polarization, uHTS. COP9 signalosome complex subunit 5 (Homo sapiens), Q92905. Purified CSN, SCF-Nedd8-OG deneddylation. inhibition, % at 12.5 µM. actives 0.38% (n = 360,000). AID 651999, 2013;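 active = pattern-corrected inhibition above about 35%, with an unprinted fluorescence ratio check between 0.5 and 1.5, limit read from the data, passing the limit was not always enough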;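 also: 0% = enzyme with substrate and 100% = substrate without enzyme; some results filed as inactive read as strong as hits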
Target sequence (Q92905 whole entry, looked up, one chain of several): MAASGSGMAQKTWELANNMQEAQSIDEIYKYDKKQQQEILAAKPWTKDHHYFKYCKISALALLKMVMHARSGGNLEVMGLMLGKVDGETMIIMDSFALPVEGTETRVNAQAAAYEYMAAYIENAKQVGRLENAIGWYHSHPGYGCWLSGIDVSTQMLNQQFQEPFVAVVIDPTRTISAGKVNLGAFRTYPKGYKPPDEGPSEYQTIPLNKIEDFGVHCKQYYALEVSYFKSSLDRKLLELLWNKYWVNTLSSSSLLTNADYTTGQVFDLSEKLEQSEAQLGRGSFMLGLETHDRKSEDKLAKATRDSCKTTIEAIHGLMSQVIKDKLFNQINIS
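Assay system: Purified human Csn5 enzyme expressed in HEK293T cells | Amount: Enzyme 0.24 nM | Measured by: Fluorescence polarization readout | Medium: Tris/NaCl/DTT buffer, pH 7.5 | Compound dosing: One concentration, 12.5 µM, 0.25% DMSO | Times: 90 min incubation of compound, enzyme and substrate at room temperature | Control set: no-enzyme wells high, enzyme-with-substrate wells low | Read-out: % inhibition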
eLon inh: inhibitors of E. coli Lon protease, primary screen, biochemical, fluorescence polarization. inhibition, % at 7.94 µM. actives 0.42% (n = 360,000). purified E. coli Lon protease; in the data active = inhibition above about 13%, passing the limit was not always enough;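 also: 0% = enzyme with probe and DMSO and 100% = no enzyme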
Rin1-Abl PPI inh: inhibitors of Rin1-Abl protein binding, primary screen, biochemical, TR-FRET. Tyrosine-protein kinase ABL1 (Homo sapiens) + Ras and Rab interactor 1 (Homo sapiens), …. AID 588664, 2011. actives 0.4% (n = 360,000). inhibition, % at 7.35 µM; in the data active = inhibition above about 5%, passing the limit was not always enough
TbMetRS inhib: T. brucei MetRS inhibitors, primary screen, biochemical, luminescence; purified T. brucei MetRS, ATP depletion, Kinase-Glo luminescence; inhibition, % at 11.9 µM; actives 0.4% (n = 360,000);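 active = inhibition above a per-plate cutoff of the control wells' mean inhibition plus 3 SD, cut at about 5.5% in these data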;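 also: 0% = DMSO wells median and 100% = median of wells with control inhibitor compound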
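Material: parasite MetRS enzyme / Replication: singlicate, one well per compound / Signal: luminescence of leftover ATP / Schedule: 2 h aminoacylation at 25 °C after 15 min preincubation / Medium: HEPES-MgCl2-KCl buffer plus DTT, spermine, BSA, pyrophosphatase / Doses: 11.9 µM single point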
PABP1 MLLE inh: inhibitors of PABP1 MLLE–PAM2 peptide binding, primary screen, biochemical, fluorescence polarization, FITC-PAM2, GST-MLLE | Polyadenylate-binding protein 1 (Homo sapiens), P11940 | inhibition, % at 20 µM | actives 0.36% (n = 360,000) | AID 588489, 2011; in the data active = inhibition above about 35%, passing the limit was not always enough;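 also: plate controls were DMSO wells with GST-MLLE for no effect and wells lacking GST-MLLE protein for full effect; some results filed as inactive read as strong as hits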
Target sequence (P11940 whole entry, looked up): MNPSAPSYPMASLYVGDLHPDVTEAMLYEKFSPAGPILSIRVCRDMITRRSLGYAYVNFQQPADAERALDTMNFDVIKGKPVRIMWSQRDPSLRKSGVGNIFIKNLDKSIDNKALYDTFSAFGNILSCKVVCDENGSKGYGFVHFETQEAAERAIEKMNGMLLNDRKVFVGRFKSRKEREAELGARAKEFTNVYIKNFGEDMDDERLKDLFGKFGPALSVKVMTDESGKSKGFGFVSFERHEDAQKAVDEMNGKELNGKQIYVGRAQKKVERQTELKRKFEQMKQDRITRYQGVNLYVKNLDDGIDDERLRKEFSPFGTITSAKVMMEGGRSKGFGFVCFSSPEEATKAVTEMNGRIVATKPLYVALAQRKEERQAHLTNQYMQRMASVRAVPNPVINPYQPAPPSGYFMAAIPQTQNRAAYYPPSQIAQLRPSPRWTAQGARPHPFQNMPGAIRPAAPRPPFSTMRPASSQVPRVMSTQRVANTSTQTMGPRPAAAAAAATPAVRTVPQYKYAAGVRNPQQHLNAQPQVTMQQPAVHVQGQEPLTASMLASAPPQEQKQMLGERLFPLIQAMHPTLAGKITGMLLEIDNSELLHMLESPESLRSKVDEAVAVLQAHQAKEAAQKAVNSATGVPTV
FAS TE block: FAS thioesterase domain inhibitors, primary screen, biochemical, fluorescence intensity, uHTS; Fatty acid synthase (Homo sapiens), P49327; recombinant FAS-TE, OMFH fluorogenic substrate, fluorescence endpoint; inhibition, % at 15 µM; actives 0.67% (n = 360,000);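 active = compounds whose normalised, plate-corrected inhibition of enzyme fluorescence in the single-dose primary screen is 50% or more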;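 also: 0% = DMSO with enzyme and 100% = substrate without enzyme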
Neddyl block: inhibitors of cullin neddylation, primary screen, biochemical, TR-FRET, uHTS, NAE and Ubc12; NEDD8-conjugating enzyme Ubc12 (Homo sapiens) + NEDD8-activating enzyme E1 regulatory …; calls only at 25 µM; actives 0.58% (n = 360,000); AID 651699, 2012; in the data active = inhibition above about 36%
Numbers without * were called inactive; i = inactive; . = not tested or not shown; & = joins results of further samples.

SMILES	bovine MsrA act	MsrA inhibitor	CSN deneddyl inh	eLon inh	Rin1-Abl PPI inh	TbMetRS inhib	PABP1 MLLE inh	FAS TE block	Neddyl block
O=C(OCc1cnc(Cl)s1)c1ccc(Cl)cc1	-4	-1.3	4	-6	1	-1.2	-2	5	i
Cc1ccc(C)c(N2CCN(C(=O)CCc3nc(-c4ccc(Br)cc4)no3)CC2)c1	-7	-1.8	0	2	-3	0.1	-7	13	i
CN1C(=O)c2ccc(C(=O)Nc3ccccc3O)cc2C1=O	-2	-0.4	3	0	-2	-0.5	-5	-3	i
COc1ccc(OC)c(NC(=O)c2ccccc2N(Cc2ccccc2)S(C)(=O)=O)c1	-8	0.1	-12	8	2	-0.2	0	2	i
CC[C@]12c3[nH]c4ccc(OC)cc4c3CCN1C(=O)C(CC(=O)NCCCN(C)C)C[C@@H]2C(=O)N1CCN(C(=O)c2ccco2)CC1 (stereo partly drawn)	-6	0.7	0	-4	21*	0.4	8	-8	i
CCCCN(CCCC)/C(N)=N/c1nc(C)cc(C)n1	1	1.0	-6	4	-1	0.1	-8	-1	i
O=C(c1ccco1)N1CCN(C(=O)c2ccccc2OCc2ccccc2)CC1	1	1.0	-1	-11	2	-0.1	1	-8	i
C/C(=N\NC(=O)c1ccc(F)cc1)c1ccccn1	0	-0.9	-4	-1	2	0.8	8	2	i
Cc1c(C(=O)N2CCc3ccccc3C2)oc2ccc(S(=O)(=O)N3CC(C)CC(C)C3)cc12 (stereo not drawn)	-1	-0.7	0	-5	-1	0.8	5	52*	i
Cc1cccc(Oc2nc(-c3ccccn3)nc3ccccc23)c1	1	1.6	-4	0	1	-0.6	14	12	i
COc1ccc(NC(=O)COC(=O)CC2Sc3ccccc3NC2=O)cc1 (stereo not drawn)	-2	-0.6	-1	0	1	-0.1	3	3	i
COc1ccc(NC(=O)COc2ccc(-c3nn(C)c(=O)c4ccccc34)cc2)cc1	1	0.2	-3	6	-2	-0.5	-6	1	i
O=C(Nc1ccc(N2CCOCC2)cc1)c1cccc2c(Br)cccc12	-6	-0.9	5	10	-2	-0.8	-3	1	i
O=C(NCc1cccnc1)c1cc(C2CCCCN2C(=O)c2ccc(Cl)cc2)on1 (stereo not drawn)	-8	-0.4	-4	-5	-3	-0.6	3	-7	i
COc1ccc(S(=O)(=O)NCC2CCC(C(=O)NCc3ccc(F)cc3)CC2)cc1 (stereo not drawn)	-2	0.5	5	4	4	-1.6	4	-5	i
O=C(NCCc1ccc(F)cc1)C1CCCCC1	-13	-1.3	8	-1	4	-1.0	17	-7	i
COc1ccccc1NC(=O)CSc1nc(=O)n(CCN(C)C)c2c1CCCC2	3	0.2	-1	11	4	-0.2	-8	-6	i
O=C(NCc1ccncc1)C(=O)Nc1nc(C23CC4CC(CC(C4)C2)C3)cs1	4	0.4	-6	-9	-2	-0.9	-12	8	i
O=C(Nc1ccc(O)c(-c2nc3ccccc3s2)c1)c1cccs1	3	4.0	-1	6	-62	-0.7	-17	18	i
COc1ccc(CCNC(=O)c2nnn(CC(=O)Nc3ccccc3C)c2N)cc1OC	-10	0.0	0	-14	0	-0.7	-11	-5	i
CC(C)(C)N(Cc1ccccc1)C(=O)c1cc2ccccc2o1	-3	0.5	6	-12	0	-0.4	-14	28	i
CCC(=O)c1c[nH]c(C(=O)NCc2cccnc2)c1	4	0.7	15	5	2	-0.2	4	-10	i
FC(F)(F)c1ccccc1NC(=S)N/N=C1\CC2CC=CC12 (stereo not drawn)	5	-0.5	13	-4	0	-0.3	-17	-4	i
Nn1c(SCC(=O)Nc2ccc(S(=O)(=O)N3CCCC3)cc2)nnc1C(F)(F)F	-3	0.7	-5	-7	-3	0.1	-6	-2	i
C/C(N)=C(/C#N)C(=O)CSc1nnc(-c2ccc(OC(F)F)cc2)o1	-14&-1	0.0&1.8	2&1	-6&-11	5&-1	-0.5&0.0	-41&-100	0&-1	i
CCCc1cc(C(=O)OC)c(NC(=O)CCCC(=O)O)s1	-6	0.6	2	6	3	0.1	2	-4	i
COc1ccc(Cl)cc1S(=O)(=O)Nc1cccc(C(=O)O)c1	-2	-0.5	0	-4	-2	-0.4	-4	-9	i
CCc1ccccc1Nc1nc(N)nc(COC(=O)C2=COCCO2)n1	-5	1.1	-5	0	0	-0.5	1	-7	i
CCCOc1ccc(OCC(=O)c2[nH]c(C)c(C(C)=O)c2C)cc1	-11	.	-1	-3	-1	-1.5	-12	-1	i
COC(=O)c1ccc(NCc2c(O)ccc(O)c2Br)cc1Cl	-6	1.4	-3	12	1	0.1	-3	9	i
COC(=O)Cn1c(=NC(=O)C2COc3ccccc3O2)sc2cc(S(N)(=O)=O)ccc21 (stereo not drawn)	0	1.0	-4	2	-1	0.2	-3	-3	i
Cc1cc(NC(=O)Cn2c(=O)oc3ccccc32)no1	-2	-0.3	-1	0	3	-0.4	-10	-8	i
COc1ccccc1NC(=O)CCS(=O)(=O)c1cc2c(cc1Cl)NC(=O)CO2	-1	0.6	0	-1	0	-0.4	-10	-8	i
COc1ccc(C(=O)Nc2cc3c4c(c2)C(C)C(=O)N4CCC3)cc1OC (stereo not drawn)	-1	-1.1	3	2	0	-0.5	5	-7	i
CCn1cc(CN2CCC(n3nccc3NC(=O)C3CCCC3)CC2)cn1	-4	0.1	-3	-5	0	0.2	5	-4	i
COc1cccc2c1OCC/C2=N\NC(=O)COc1ccccc1C	-14	2.2	-5	1	-2	-0.8	-18	-3	i
O=C(C=NNc1ccccc1)c1ccccc1	-4	-0.7	-3	-14	1	-0.1	-1	5	i
CSc1nsc(/C=C/Nc2ccc(F)cc2)c1C#N	-3	1.4	16	-27	-1	0.1	-30	29	i
CC1CCCCC1NC(=O)Cc1ccc(S(=O)(=O)N2CCOCC2)s1 (stereo not drawn)	6	2.5	5	-4	1	-0.3	8	0	i
CC(C)N(C(=O)Cn1cc(SCC(=O)N2CCCC2)c2ccccc21)C(C)C	-2	0.5	-3	-5	0	-1.1	0	-1	i
O=C(NC(=S)Nc1ccc(Oc2ccccc2)cc1)c1ccc(Cl)cc1	-3	0.5	-1	-9	-1	0.0	41*	29	i
O=C(Nc1nc(-c2ccc(-c3ccccc3)cc2)cs1)c1cc([N+](=O)[O-])ccc1N1CCOCC1	0	1.4	-4	3	-1	-0.2	13	32	i
CCN(CC)S(=O)(=O)c1ccc(NC(=O)c2ccccc2N(C)S(C)(=O)=O)cc1	-4	-0.2	5	3	-1	-0.2	-12	-3	i
CCOC(=O)C1(c2ccccc2)SC(C(=O)OCC)(c2ccccc2)S1 (stereo not drawn)	-1	-1.1	2	6	3	0.1	32	-15	i
COC(=O)c1sccc1NC(=O)c1ccc(C)cc1	-5	1.1	-3	-1	-2	-1.0	11	-1	i

Sorted by molar mass (falling): 3 of the compounds above
SMILES	bovine MsrA act	MsrA inhibitor	CSN deneddyl inh	eLon inh	Rin1-Abl PPI inh	TbMetRS inhib	PABP1 MLLE inh	FAS TE block	Neddyl block
COc1ccc(C(=O)Nc2cc3c4c(c2)C(C)C(=O)N4CCC3)cc1OC (stereo not drawn)	-1	-1.1	3	2	0	-0.5	5	-7	i
COc1cccc2c1OCC/C2=N\NC(=O)COc1ccccc1C	-14	2.2	-5	1	-2	-0.8	-18	-3	i
O=C(C=NNc1ccccc1)c1ccccc1	-4	-0.7	-3	-14	1	-0.1	-1	5	i

(next part)
SMILES	bovine MsrA act	MsrA inhibitor	CSN deneddyl inh	eLon inh	Rin1-Abl PPI inh	TbMetRS inhib	PABP1 MLLE inh	FAS TE block	Neddyl block
CCCCN(C)CCNC(=O)CSCc1ccc(C)cc1	-1	1.1	2	4	-1	-0.2	-1	-3	i
CC(NC(=O)c1ccccc1F)c1nnc(SCC(=O)NC2CCCC2)n1C (stereo not drawn)	-13	1.3	4	2	-2	-1.3	4	-1	i
O=C(COC(=O)c1cccc(C(=O)OCC(=O)NCc2ccc(F)cc2)n1)NCc1ccc(F)cc1	-3	-0.4	-12	6	-3	-0.5	-14	-6	i
COc1cccc(-c2cc(C(=O)N3CCCCCC3)no2)c1	-8	1.6	-7	-2	0	-0.9	-10	16	i
CCCN(CC(=O)Nc1ccccc1OC)C(=O)CSc1ccc(Br)cc1C	-8	-0.6	3	-24	1	-0.5	-3	19	i
O=C(CN1CCN(c2ccccn2)CC1)Nc1ccccc1F	-6	-0.7	-4	2	2	-0.4	2	-3	i
O=C(c1ccco1)N1CCN(S(=O)(=O)c2ccc(S(=O)(=O)NC3CC3)cc2)CC1	-2	1.5	7	1	2	-0.7	-1	-6	i
C=CCOc1ccccc1/C=N/n1nnnc1N	-2	0.5	2	-1	-1	-0.5	1	-5	i
CCCCN(C=O)c1c(CC)nc2ccc(C(=O)NCc3ccc4c(c3)OCO4)cn12	-2	-0.8	1	1	0	-0.3	9	-1	i
CCN1CCN(CC(=O)c2c(C)n(C)c3ccc(OC)cc23)CC1	-4	0.2	-1	5	-2	-0.2	-20	-3	i
CC(=O)N1N=C(c2ccccc2)CC1c1ccc2c(c1)OCO2 (stereo not drawn)	-1	-0.1	2	-10	1	0.5	-9	-1	i
COc1cc(OC)c(CN2CCCCCCC2)cc1Br	12*	-0.3	1	-7	2	-0.1	-18	-2	i
COc1cccc(NC(=O)C(c2ccccc2)N2CCCCC2)c1 (stereo not drawn)	-3	-0.6	-3	1	1	-0.8	-5	1	i
CN(C(=O)c1ccc(NC(=O)Cc2ccc(NC(=O)C3CCN(C(=O)C4CC4)CC3)cc2)cc1)C1CC1	-1	-0.6	-3	-8	37*	-0.2	-1	-2	i
CC(O)CC(=O)OC[C@]12CC[C@H]3[C@@](C)(CC[C@H]4C(C)(C)CCC[C@]34C)[C@@H]1CC(C1=CC(=O)OC1O)O2 (stereo partly drawn)	-2	0.6	46*	-4	3	-0.1	-1	27	i
CC(C)(C)NC(=O)C1CCN(C(=O)c2ccc(-c3ccccc3)cc2)CC1	2	-0.4	-4	5	0	0.1	2	-6	i
CS(=O)(=O)N(CC(=O)NCc1ccccc1)Cc1ccc(Cl)cc1	-11	-0.5	0	-2	1	-1.2	-13	-3	i
O=C(NC1CCCCC1)C1CCC(CNS(=O)(=O)c2cccc3nsnc23)CC1 (stereo not drawn)	0	0.1	2	6	4	-0.2	-5	-1	i
Cc1nn(Cc2ccccc2)c(C)c1NC(=O)CSc1nc2c(c(C(F)(F)F)n1)CCc1ccccc1-2	-3	-0.8	-4	0	-4	0.0	-5	1	i
CCOc1cc(/C=C2/C(=O)NN(c3cccc(Cl)c3)C2=O)ccc1O	-3	2.1	7	-30	-3	1.0	-144	-4	i
O=C(Nc1ccccc1)c1ccc(NC(=O)c2cccs2)cc1	-2	1.4	2	-4	-1	-0.3	-7	1	i
COC(=O)N1CCN(c2ccc(C(C)=O)cc2)CC1	-4	2.0	5	4	-2	0.6	3	-5	i
CCCc1ccc(C(O)c2ncc(-c3ccc(OC)cc3)[nH]2)cc1 (stereo not drawn)	-1	0.4	7	-19	-4	-0.2	8	4	i

The order is random, and some 4% of all compounds hit somewhere here.
